C2C12 statin: suppressors of simvastatin-induced myotoxicity in C2C12 myotubes; ATP luminescence, 48 h; scaled: DMSO 0, geranylgeraniol control 100; rescue of ATP level, % at 7.49 µM; 330,000 compounds, 0.78% hits; AID 602340;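 active means mean ATP rescue above about 67%, or every replicate alone reaching that limit, limit read from the data, passing the limit was not always enough; inconclusive means no clear call, values can overlap the other calls; inactive means mean under the limit and some replicate under it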;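 further: myotubes were challenged with 10 µM simvastatin during compound exposure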
SIRT5 inh: sirtuin-5 (human) deacylase inhibition. Purified SirT5, succinyl-peptide AMC, trypsin-coupled fluorescence. inhibition, % at 15 µM. 330,000 compounds, 1.1% hits. AID 652115; in the data active means inhibition above about 15%; inconclusive means no clear call, values can overlap the other calls
Target sequence (Q9NXA8 whole entry, looked up): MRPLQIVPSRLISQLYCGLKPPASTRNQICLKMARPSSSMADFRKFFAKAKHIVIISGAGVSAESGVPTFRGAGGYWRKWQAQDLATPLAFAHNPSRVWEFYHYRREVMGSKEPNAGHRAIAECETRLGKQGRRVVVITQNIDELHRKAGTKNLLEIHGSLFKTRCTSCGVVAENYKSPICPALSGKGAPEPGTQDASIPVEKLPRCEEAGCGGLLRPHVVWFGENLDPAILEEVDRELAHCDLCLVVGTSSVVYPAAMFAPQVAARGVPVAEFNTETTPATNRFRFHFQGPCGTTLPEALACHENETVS
S100A4 MyoIIA: blocks human S100A4 binding to myosin IIA peptide. AID 652163. 360,000 compounds, 0.14% hits. S100A4/TAMRA-MyoIIA peptide fluorescence polarization. P26447. inhibition, % at 10.7 µM;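 active means mean inhibition of at least 70% across replicates, with every replicate also reaching that level; inconclusive means mean inhibition reaches 70% but some replicates fall short; inactive means mean inhibition below 70%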
Target sequence (P26447 whole entry, looked up): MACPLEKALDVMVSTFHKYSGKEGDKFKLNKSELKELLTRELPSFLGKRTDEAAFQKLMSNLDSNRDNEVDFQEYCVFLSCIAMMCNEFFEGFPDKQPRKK
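Test system: S100A4 monomer protein; Medium: HEPES pH 7.2 with CaCl2, KCl, NaCl, DTT, Triton; Probe or stimulus: TAMRA-labelled myosin IIA heavy-chain peptide probe, 5 nM; Doses: one dose per compound; Times: polarization read 5 min after assay mix addition, stable 5–60 min; Benchmarks: neutral control DMSO, positive control TFP.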
PglD inh: PglD (C. jejuni) enzyme inhibition; inhibition, % at 12.5 µM; AID 602405; purified PglD enzyme, DTNB colorimetric CoA detection; 360,000 compounds, 0.098% hits; in the data active means inhibition above about 16%, passing the limit was not always enough; inconclusive means no clear call, values can overlap the other calls; further: strong numbers were not always called active
DENV2 CPE: inhibitors of DENV2 cytopathic effect; 350,000 compounds, 1.7% hits; AID 651640; CPE inhibition, % at 9.99 µM; DENV2-infected cells, cytopathic effect rescue, plate reader; in the data active means CPE inhibition above about 20%, passing the limit was not always enough; inconclusive means no clear call, values can overlap the other calls; tested in BHK-21 cells;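 further: 0% = median of neutral control wells and 100% = median of positive control wells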
E-sel inducer: E-selectin induction on HUVECs | activation, % at 7.58 µM | HUVEC E-selectin immunofluorescence imaging; normalized: neutral wells 0, TNF-alpha wells 100 | AID 686992 | 260,000 compounds, 0.37% hits;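 active means mean E-selectin-positive cell signal at least 10% of the positive control, reached in at least 60% of replicates, without over 20% cell loss; inconclusive means no rule given, readout overlaps actives, possibly toxicity-flagged; inactive means the rest, including those meeting only one limit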;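 further: in these data hits start at about 27%; measured in HUVEC primary endothelial cells; signal is the percent of cells scored E-selectin positive by PE staining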
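Read-out: % PE-positive cells | Test system: HUVEC | Doses: One compound dose added by pin transfer | Buffer or medium: EGM-2 over gelatin coat | Signal: Immunofluorescence imaging | Benchmarks: TNF-alpha, DMSO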
ERp5 inh: inhibitors of human ERp5. ERp5 insulin aggregation, absorbance 650 nm, 90 min. inhibition, % at 9.99 µM. 350,000 compounds, 0.05% hits;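 active means mean replicate inhibition above about 25%, with every replicate also reaching it, limit read from the data, passing the limit was not always enough; inconclusive means only one of those two criteria met; inactive means neither criterion met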
Target sequence (Q15084 whole entry, looked up): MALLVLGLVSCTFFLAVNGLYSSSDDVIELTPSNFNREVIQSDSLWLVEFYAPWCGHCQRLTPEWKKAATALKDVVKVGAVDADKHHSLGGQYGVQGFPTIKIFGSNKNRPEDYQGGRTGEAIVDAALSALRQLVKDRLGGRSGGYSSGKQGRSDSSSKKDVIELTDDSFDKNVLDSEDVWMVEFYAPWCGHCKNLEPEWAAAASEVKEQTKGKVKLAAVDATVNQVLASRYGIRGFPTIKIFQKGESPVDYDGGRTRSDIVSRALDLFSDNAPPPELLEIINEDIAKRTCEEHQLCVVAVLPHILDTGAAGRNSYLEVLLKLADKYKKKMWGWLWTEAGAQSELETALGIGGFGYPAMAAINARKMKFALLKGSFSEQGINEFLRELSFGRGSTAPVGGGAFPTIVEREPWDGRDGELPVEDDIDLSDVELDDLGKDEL
An asterisk follows results filed as active; u = inconclusive; x = not tested or not shown; & = joins results of further samples. An excerpt; count on the stated rates, not on these rows.

SMILES | C2C12 statin | SIRT5 inh | S100A4 MyoIIA | PglD inh | DENV2 CPE | E-sel inducer | ERp5 inh
C=CCn1c(SCC(=O)Nc2ncc(Cc3cc(C(F)(F)F)ccc3Cl)s2)nnc1-c1ccncc1 | 18 | -1 | 3 | -5 | 0 | x | 3
Cc1cc2c(c(=O)o1)[C@@]1(C(=O)N(C)c3ccccc31)C1=C(CCCC1=O)O2 | x | x | 5 | x | 7 | -0.3 | 5
Cc1noc(C)c1S(=O)(=O)Nc1ccc2c(c1)C(=O)N([C@@H](C)CO)C[C@H](C)[C@H](CN(C)C)OCCCC[C@@H](C)O2 | x | -2 | -2 | -1 | -2 | 0.0 | 1
CCC(=O)Nc1ccc2c(c1)C(=O)N(C)[C@H]1CC[C@@H](CC(=O)NCCc3ccccc3)O[C@H]1CO2 | 0 | 3 | 1 | 2 | u | 0.0 | -5
CCN(CC)CC(=O)Nc1ccc(Oc2ccc(NC(=O)CN(CC)CC)cc2)cc1 | x | -2 | -2 | x | -1 | x | -1
COCCN1C[C@@H](CO)O[C@@H](n2cnc3c(N4CCCC4)ncnc32)C1 | 9 | 1 | 12 | -5 | -6 | 0.0 | 1
O=C(COC(=O)c1cc(-c2ccccc2)nc2ccccc12)NCC1CCCO1 (configuration not stated) | x | 2 | -4 | x | -1 | -0.3 | 2
CC1CCc2c(nc3ncnn3c2N2CCN(c3ccccc3)CC2)C1 (configuration not stated) | 22 | 0 | -4 | 2 | x | x | -10
O=C(c1cccc(-c2cccc3nccn23)c1)N1CCOCC1 | 7 | x | 42 | -1 | 33* | 1.2 | -2
Nc1c(S(=O)(=O)c2ccccc2)c2nc3ccccc3nc2n1Cc1ccco1 | 3 | -20 | -4 | -4 | x | x | 3
CCc1cc(C(=O)Nc2cc(S(=O)(=O)N(C)C)ccc2C)sc1C | -11 | 1 | -4 | x | -3 | -0.1 | 0
COc1ccccc1C(=O)NCCNC(=O)c1ccco1 | 0 | x | x | -3 | x | -1.7 | x
COc1cccc(C2=NN(C(=O)c3ccc(C)o3)C(O)(C(F)(F)F)C2)c1 (configuration not stated) | x | -2 | 11 | x | -4 | -0.6 | -8
Cc1ccccc1OCCNC(=O)/C=C/c1ccccc1 | x | 4 | -15 | 5 | 3 | 0.3 | 1
O=C(CS(=O)c1ccc(F)cc1)N1CCOCC1 (configuration not stated) | 14 | -6 | 3 | 3 | 4 | 0.3 | 7
Cc1cc(C(=O)N/N=C2\CCCC(C)C2)n[nH]1 (configuration not stated) | x | 14 | 12 | x | 10 | x | -11
COCC(C)n1c(COc2ccccc2F)nnc1SCC(=O)Nc1oc(C)c2c(C)n[nH]c(=O)c12 (configuration not stated) | 11 | 2 | 14 | 11 | 5 | x | 1
O=C(CCCN=C1NS(=O)(=O)c2ccccc21)OCc1ccccc1 | 2 | 3 | -2 | -4 | -2 | -0.1 | -3
O=C(C[C@H]1C[C@@H]2c3cc(NS(=O)(=O)c4ccc(F)cc4)ccc3O[C@@H]2[C@H](CO)O1)NCc1cccc(F)c1 | -10 | 2 | -4 | 2 | -8 | 0.0 | -7
O=C1N=C(N2CCOCC2)S/C1=C\c1ccc(OS(=O)(=O)c2ccccc2)cc1 | x | -2 | 1 | x | -1 | x | 4
CC(=O)NC1C(OCc2ccccc2)OC(COC(C)=O)C(OC(C)=O)C1OC(C)=O (configuration not stated) | x | -3 | 17&-11 | 1 | 13 | 0.1 | 3
O=C(C[C@@H]1CC[C@H](NC(=O)Nc2cc(F)ccc2F)[C@@H](CO)O1)NCc1ccncn1 | 0 | 1 | -29 | 0 | -2 | -0.2 | 4
CCN(CC(=O)Nc1ccc(OC)cc1)CC(=O)N1CC(=O)Nc2ccccc21 | 10 | -3 | 3 | 1 | -1 | -0.1 | 2
C/C=C/c1ccc2c(c1)O[C@H](CN(C)C(=O)NCCC)[C@H](C)CN([C@@H](C)CO)S2(=O)=O | 31 | 0 | 9 | 11 | -4 | 0.0 | -2
Cc1ccccc1C(=O)NNC(=O)c1cc(S(=O)(=O)N2CCOCC2)ccc1C | -9 | 1 | 0 | 0 | 3 | x | -4

Single records, as listed above.
Results for `CCC(=O)Nc1ccc2c(c1)C(=O)N(C)[C@H]1CC[C@@H](CC(=O)NCCc3ccccc3)O[C@H]1CO2` → C2C12 statin: 0; SIRT5 inh: 3; S100A4 MyoIIA: 1; PglD inh: 2; DENV2 CPE: u; E-sel inducer: 0.0; ERp5 inh: -5
Results for `COCC(C)n1c(COc2ccccc2F)nnc1SCC(=O)Nc1oc(C)c2c(C)n[nH]c(=O)c12` (configuration not stated) → C2C12 statin: 11; SIRT5 inh: 2; S100A4 MyoIIA: 14; PglD inh: 11; DENV2 CPE: 5; E-sel inducer: x; ERp5 inh: 1

(list continues)
SMILES | C2C12 statin | SIRT5 inh | S100A4 MyoIIA | PglD inh | DENV2 CPE | E-sel inducer | ERp5 inh
O=C(C[C@H]1C=C[C@@H](NC(=O)c2ccccc2)[C@H](CO)O1)NCc1ccncn1 | -8 | 2 | 3 | 1 | -2 | 0.9 | 7
Cn1cccc1C(=O)OCC(=O)N1CC(=O)Nc2ccccc21 | -5 | -3 | 2 | -1 | -4 | -0.2 | 4
CCC(=O)NNc1ncnc2c1cnn2C | x | x | -1 | x | -7 | u | 1
O=C(COc1cccnc1[N+](=O)[O-])NCc1ccco1 | x | -5 | -1 | x | 6 | x | 2
CC(O)C(NS(=O)(=O)c1ccc2ccccc2c1)C(=O)OCC(=O)Nc1ccccc1OC(F)F (configuration not stated) | 1 | 1 | 2 | -1 | -8 | x | -2
OCc1cc(Br)ccc1OCc1nc2ccccc2s1 | -8 | -3 | 1 | -1 | x | x | -2
Cc1noc(C)c1S(=O)(=O)Nc1ccc2c(c1)C(=O)N([C@@H](C)CO)C[C@@H](C)[C@H](CN(C)C(=O)CCC(F)(F)F)OCCCC[C@H](C)O2 | x | -8 | -10 | 2 | 2 | 0.0 | 2
COc1ccccc1-c1ccccc1[C@H]1[C@@H](CO)N(C(=O)C2CC2)[C@H]1C#N | x | -1 | -6 | x | -10 | -0.1 | 3
COCCNc1nnc(SC(C)C(=O)Nc2ccc(-c3nc4ccc(C)cc4s3)cc2)s1 (configuration not stated) | 1 | x | x | 4 | x | -0.3 | x
C[C@@H]1CN([C@@H](C)CO)C(=O)Cc2cc(NC(=O)Nc3ccc4c(c3)OCO4)ccc2O[C@H]1CN(C)Cc1ccc(C(F)(F)F)cc1 | 16 | -6 | -6 | 1 | 1 | x | -1
C[C@@H]1ON(C)[C@H]2C[C@H]3c4[nH]c5ccccc5c4CCN3C(=O)[C@@H]12 | 14 | 0 | 2 | -1 | 8 | 0.0 | -1
CCc1ccc(N2C(=O)CN(Cc3sccc3C)C2=S)cc1 | x | -2 | -19 | x | u | -0.5 | 2
CCN1CCN(CCCNC(=O)C2CCN(c3nnc(-n4cccc4)s3)CC2)CC1 | 4 | -3 | 1 | -8 | -5 | x | 9
COc1ccc(N(C)S(=O)(=O)c2cccc(C(=O)Nc3cc(OC)ccc3OC)c2)cc1 | x | 0 | 1 | x | -4 | x | 3
CC(=O)c1ccc(C(=O)NC2CC(C)(C)Cc3c2cnn3-c2ccccc2)cc1 (configuration not stated) | -1 | -2 | -1 | -2 | -2 | x | 5
Cn1c(C(=O)NCCc2ccccc2)cc(=O)n(C)c1=O | 10 | -1 | 26 | 3 | 13 | 3.8 | 2
CN(C(=O)COC(=O)CNC(=O)c1sc2ccccc2c1Cl)C1CCS(=O)(=O)C1 (configuration not stated) | 5 | -3 | 0 | x | 5 | -0.3 | 1
CCN(CC(=O)NCc1ccc(Cl)cc1)C(=O)CCC(=O)c1ccc(C)cc1 | -10 | 1 | -1 | x | -4 | -0.4 | 2
CCC(NC(=O)CCC(=O)N1CCN(S(=O)(=O)c2ccc(C)cc2)CC1)c1ccc(C)cc1 (configuration not stated) | 5 | 1 | -2 | -1 | 2 | 0.0 | -1
CN1C[C@@H](O)COC[C@@H]2O[C@@H](CC(=O)N3CCN(c4ccccc4)CC3)CC[C@H]21 | 0 | 5 | 6 | 1 | -3 | -0.2 | 2
C[C@H](CO)N1C[C@H](C)[C@@H](CN(C)Cc2ccc(C(F)(F)F)cc2)OCc2cnnn2CCCC1=O | 12&32 | -6&-1 | 7&11 | 2 | 6&-6 | 1.4 | 0&9
CN1C(=O)c2cc(NC(=O)Cc3cccs3)ccc2OC[C@H]2O[C@H](CC(=O)NCC3CCCCC3)CC[C@H]21 | 12 | -1 | 1 | 3 | u | 1.0 | 14
CCC(=O)Nc1ccc2c(c1)OC[C@@H](C)N(Cc1ccccn1)C[C@@H](C)[C@@H](OC)CN(C)C2=O | 6 | 15* | 36 | 2 | 12 | 0.0 | 6
Cc1cccnc1Nc1nc(-c2ccc(F)cc2)cs1 | 2 | -2 | -9 | 2 | -4 | x | 1
O=C(O)c1cccc(-n2nc(-c3ccc(Cl)c([N+](=O)[O-])c3)c3ccccc3c2=O)c1 | 23 | 2 | 0 | 1 | 0 | 2.1 | 0
Next part:
SMILES | C2C12 statin | SIRT5 inh | S100A4 MyoIIA | PglD inh | DENV2 CPE | E-sel inducer | ERp5 inh
COc1ccc(C)cc1NC(=O)C1CCN(S(=O)(=O)c2cccc3cccnc23)CC1 | 21 | x | -4 | 0 | 28* | x | 0
CC1(C(=O)NCc2ccccc2)CCC(=O)N1C1CC1 (configuration not stated) | -1 | -1 | -4 | -1 | -4 | 0.1 | 6
CC(C)c1ccc(NC2CCCN(C(=O)c3ccc4nccnc4c3)C2)cc1 (configuration not stated) | -4 | 6 | 6 | 4 | 6 | x | 0
Cc1ccccc1NC(=O)Cc1nc(COC(=O)Cc2cccc(C(F)(F)F)c2)cs1 | 10 | 4 | 0 | 3 | -1 | -0.2 | 1
CC(=NNC(=O)c1ccncc1)c1ccc(Cl)c(Cl)c1 | 12 | x | 4 | -14 | 7 | 0.0 | 5
CC(C)NC(=O)Nc1ccc2c(c1)C(=O)N([C@H](C)CO)C[C@H](C)[C@H](CN(C)CC1CC1)OCCCC[C@@H](C)O2 | 25 | -2 | 2 | 21 | 107* | 1.7 | 2
COc1ccc(OC)c(CN2CCCC(CCC(=O)N(C)CCc3ccccn3)C2)c1 (configuration not stated) | x | -5 | -7 | x | u | -1.6 | 4
C[C@H](CO)N1C[C@H](C)[C@H](CN(C)Cc2ccncc2)Oc2ccc(NC(=O)Nc3cccc4ccccc34)cc2C1=O | 33 | 4 | -5 | -12 | 20 | -0.8 | 2
O=C(CSc1nc2ccc(Cl)cc2[nH]1)NC1CCCC1 | -3 | 2 | -30 | -7 | -8 | -0.1 | 11
CCc1ccccc1NS(=O)(=O)c1ccc(OC)c2ncccc12 | 20 | 0 | 2 | 7 | 7 | 0.6 | 7
Cc1ccc(S(=O)(=O)N2CCN(CC(=O)NC3CCCc4ccccc43)CC2)cc1C (configuration not stated) | 1 | x | 0 | -2 | 19 | 0.0 | -4
COc1ccc(S(=O)(=O)Nc2ccc3c(c2)C(=O)N([C@@H](C)CO)C[C@@H](C)[C@H](CN(C)Cc2ccncc2)OCCCC[C@@H](C)O3)cc1 | x | 7 | -2 | 0 | 8 | 0.1 | -7
Cc1onc(-c2ccccc2Cl)c1C(=O)N1CC(C)CC(C)C1 (configuration not stated) | 1 | -2 | -2 | 0 | -3 | 0.2 | 5
CC(=O)N1CCN(Cc2cc(=O)oc3cc(C)cc(C)c23)CC1 | 9 | 0 | -6 | 0 | 1 | -0.2 | 8
COC(=O)CSc1nc(Cc2ccccc2)nc2ccccc12 | x | 3 | -4 | x | 0 | 2.2 | 2
COc1ccc(NC(=O)CC(c2ccccc2)c2ccco2)cc1 (configuration not stated) | -8 | 2 | -4 | 2 | 0 | -0.5 | 3
Cc1ccc(C)c(OCCC(=O)NCCc2ccc(S(N)(=O)=O)cc2)c1 | -20 | -4 | 0 | 1 | 2 | x | 1

Screens (PubChem BioAssay)
